# WRN inhibitor: blocks human WRN helicase; Q14191; WRN helicase unwinding, fluorescent forked duplex, kinetic; Potency, µM (doses to about 114 µM), inactives show top-dose activity change, negative = inhibition, actives largely listed as inhibitors; 360,000 tested, 0.46% active; further: potency means the concentration at half of the fitted maximal effect; on the % scale 0 is the no-effect control and ±100 the full control effect; nearly all actives have a fitted effect of over 55% in size
#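 WRN at 20 nM final preincubated with compound 15 min at room temperature; reaction started with 100 nM fluorophore/quencher forked duplex oligonucleotide and 2 mM ATP final. Unwinding followed kinetically by red fluorescence (ex 525, em 598 nm).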
# MmCpn inh: blocks the Methanococcus maripaludis chaperonin Mm-Cpn. purified Mm-Cpn ATPase, ADP Transcreener TR-FRET. Potency, µM (top dose mostly 76.9 µM), for inactives: at the highest dose activity, negative = inhibition, actives largely listed as inhibitors. 330,000 tested, 0.031% active. AID 504842; further: potency means the concentration at half of the fitted maximal effect; on the % scale 0 is the no-effect control and ±100 the full control effect; nearly all actives have a fitted effect of over 80% in size
#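 Purified archaeal chaperonin (25 nM final) was preincubated with compound for 10 min at 37°C, then ATP (10 uM final) was added for 30 min at 37°C in Tris pH 7.4/KCl/MgCl2/DTT buffer. ADP was quantified by HTRF Transcreener TR-FRET.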
# EPAC1 antag: blocks human EPAC1 exchange factor; EPAC1 GEF assay, Rap1b-BODIPY-GDP exchange fluorescence; O95398; 360,000 tested, 0.14% active; Potency, µM (highest dose often 115 µM), inactives show at the top dose activity change, negative = inhibition, usual class: inhibitors; AID 720709;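 further: potency means the concentration at half of the fitted maximal effect; plate controls were vehicle for no effect and positive control for full effect; nearly all actives have a fitted effect of over 50% in size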
# Target sequence (O95398 whole entry, looked up): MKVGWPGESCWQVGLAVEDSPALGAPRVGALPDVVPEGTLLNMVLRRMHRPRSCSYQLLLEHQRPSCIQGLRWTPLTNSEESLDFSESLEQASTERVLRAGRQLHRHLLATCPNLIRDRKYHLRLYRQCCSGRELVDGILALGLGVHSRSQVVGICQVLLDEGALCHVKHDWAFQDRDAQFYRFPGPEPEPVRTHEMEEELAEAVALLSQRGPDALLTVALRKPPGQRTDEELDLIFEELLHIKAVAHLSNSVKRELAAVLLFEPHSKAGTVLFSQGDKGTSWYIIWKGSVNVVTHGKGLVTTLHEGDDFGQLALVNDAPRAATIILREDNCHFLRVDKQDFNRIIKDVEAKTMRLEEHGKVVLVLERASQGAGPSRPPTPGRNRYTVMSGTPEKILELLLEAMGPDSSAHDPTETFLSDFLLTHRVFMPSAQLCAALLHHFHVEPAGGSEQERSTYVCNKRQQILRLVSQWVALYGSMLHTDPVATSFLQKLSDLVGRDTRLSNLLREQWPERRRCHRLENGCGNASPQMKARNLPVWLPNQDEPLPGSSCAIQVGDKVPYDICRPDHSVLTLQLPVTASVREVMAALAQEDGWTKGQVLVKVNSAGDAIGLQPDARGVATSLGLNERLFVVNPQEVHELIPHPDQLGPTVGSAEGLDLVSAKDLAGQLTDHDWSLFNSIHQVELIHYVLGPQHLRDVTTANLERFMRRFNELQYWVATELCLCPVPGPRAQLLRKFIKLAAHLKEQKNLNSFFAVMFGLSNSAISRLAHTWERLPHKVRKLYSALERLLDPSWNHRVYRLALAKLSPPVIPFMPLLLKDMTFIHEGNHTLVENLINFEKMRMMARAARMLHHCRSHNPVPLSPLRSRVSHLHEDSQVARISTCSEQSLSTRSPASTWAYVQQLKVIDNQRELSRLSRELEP
# EPAC2 antag: antagonists of human EPAC2 | Q8WZA2 | 360,000 tested, 0.18% active | Potency, µM (series often up to 114 µM), without a hit: at the top dose activity, negative = inhibition, usual class: inhibitors | EPAC2 GEF exchange of Rap1B-BODIPY-GDP, fluorescence | AID 720708; further: potency means the concentration at half of the fitted maximal effect; on the % scale 0 is the no-effect control and ±100 the full control effect; nearly all actives have a fitted effect of over 45% in size; many of its hits are not listed in these tables
# CCT chaperon mod: changes cytosolic chaperonin activity. purified chaperonin ATPase assay, HTRF ADP detection, 30 min. activity change, % (test concentration not listed), hits read low. 360,000 tested, 0.3% active; in the data active means activity change below about -30%; further: on the % scale 0 is the no-effect control and ±100 the full control effect
#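 Enzyme 40 or 20 nM (batch-dependent) in Tris pH 7.4/KCl/MgCl2/DTT; cpd 76 uM single point; ATP 10 uM; 30 min 37 °C; Transcreener ADP HTRF detection, 30 min RT; ratio 665/615.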
# EPAC1 ag: agonists of human EPAC1; 360,000 tested, 0.073% active; Potency, µM (doses to about 154 µM), without a hit: at the highest dose activation, actives largely listed as activators; EPAC1 agonist qHTS, biochemical assay; response scale: 100% = response to 6.5 mM cAMP; O95398; further: potency means the concentration at half of the fitted maximal effect; nearly all actives have a fitted effect of over 60% in size
#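 Read-out is the fluorescence drop as BODIPY-GDP leaves Rap1B (480 nm excitation, 540 nm emission), recorded every 5 minutes over 30 minutes. Reactions held 100 nM EPAC1, 250 nM Rap1B–BODIPY-GDP and 50 uM GDP, with 6.5 mM cAMP setting full activation.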
# PLK1 PBD block: PLK1 (human) polo-box domain binding inhibition | Plk1 PBD binding of FITC phosphopeptide, fluorescence polarization | Potency, µM, without a hit: max response, negative = inhibition, most hits filed as inhibitors | 360,000 tested, 2.8% active; further: potency means the concentration at half of the fitted maximal effect; series mostly up to about 57 µM; on the % scale 0 is the no-effect control and ±100 the full control effect; nearly all actives have a fitted effect of over 65% in size
# PI5P4K alpha inh: PI5P4K alpha (human) kinase inhibition; P48426; PI5P4Kalpha enzyme, ADP-Glo luminescence, 60 min; hits give low values; max response, %; 330,000 tested, 1.2% active; active means max response of -50% or lower; inconclusive means between -30% and -50%; inactive means -30% or higher; further: value at the top dose of about 77 µM; on the % scale 0 is the no-effect control and ±100 the full control effect
#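 Reactions run in 0.038 M HEPES pH 7.4, 0.28 mM EGTA, 0.1% CHAPS and 5% DMSO, with PI5P4Kalpha, substrate, compound and 5 microM ATP final, one hour at room temperature. Readout is ADP-Glo luminescence.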
# Active calls of the source: *; u = inconclusive; x = no result given; [ ] = another dose, or the depositor's remark. Unless noted, the call rests on the fitted dose curve; in most records, active means well fitted curve in the direction sought with a large enough effect; inconclusive means small, poorly fitted or top-dose-only effect, or another doubt; inactive means no such curve, though single readings can be large; an effect the other way counts as inactive or inconclusive. Only part of the results is shown; count on the stated rates, not on these rows.
Compound	MmCpn inh	EPAC1 antag	PLK1 PBD block	EPAC2 antag	EPAC1 ag	CCT chaperon mod	WRN inhibitor	PI5P4K alpha inh
CC1(C)CC(=O)c2c(noc2-c2ccccc2)C1	-2%	3%	-10%	-1%	-1%	-0.3	1%	x
CC(C)(C)NC(=O)C(c1cccs1)N(CC1CCCO1)C(=O)Cn1nnc(-c2cccs2)n1 (configuration not stated)	1%	1%	-8%	-4%	-5%	-0.5	-9%	x
CCCCC(c1nnnn1CC1CCCO1)N1CCN(Cc2ccccc2)CC1 (configuration not stated)	-1%	13%	-10%	15%	2%	1.8	-1%	-3
COc1ccccc1C(=O)NCCSCc1ccccc1Cl	-1%	-11%	-8%	-11%	5%	0.2	-3%	0
CCOc1ccc(C(C(=O)NC2CCCC2)N(C(=O)c2snc(C(N)=O)c2N)c2cccc(O)c2)cc1 (configuration not stated)	3%	-7%	0%	15%	-20%	-1.2	5%	2
CC(O)CNC(=S)Nc1ccccc1 (configuration not stated)	-6%	9%	-27%	10%	-2%	-3.6	-3%	0
CC(C)OCC(O)CN1CCNCC1 (configuration not stated)	0%	13%	-11%	-2%	8%	-1.7	5%	1
C/C(=N/NC(=O)c1ccc(C(C)(C)C)cc1)c1ccccn1	x	-5%	-1%	-6%	4%	-1.2	-6%	-4
CCC(=O)N1CCCC(C)(C(=O)Nc2ccc(OC(F)F)cc2)C1 (configuration not stated)	x	-4%	1%	22%	-1%	-1.2	6%	1
Cc1cc(NC(=O)CN2C(=O)NC(C)(CC(C)C)C2=O)no1 (configuration not stated)	0%	-9%	9%	-7%	7%	-0.4	2%	0
Cc1cc(C)cc(NC(=O)CSc2nc3ccccc3nc2N2CCCCC2)c1	-15%	-5%	-9%	-1%	-5%	-1.6	-5%	12
CC(Oc1ccc2oc(-c3ccccc3)c(C(=O)O)c2c1)C(=O)O (configuration not stated)	-8%	-9%	-1%	-2%[57.1 µM]	-1%	0.1	-8%	7

Compound	MmCpn inh	EPAC1 antag	PLK1 PBD block	EPAC2 antag	EPAC1 ag	CCT chaperon mod	WRN inhibitor	PI5P4K alpha inh
C=CCN(C(=O)c1cccc(N2C(=O)C3CC=CC(C)C3C2=O)c1)c1ccccc1 (configuration not stated)	-2%	-11%	-10%	-3%	5%	-1.1	-5%	-20
O=C(O)CSc1nc(-c2cccs2)cc(C(F)(F)F)n1	-3%	-10%	-5%	2%	0%	-0.9	-22%	1
CC(C)Cc1ccc(-c2cc(=O)[nH][nH]2)cc1	1%	4%	17µM*	-2%	3%	0.9	5%[57.1 µM]	-11
CC(=O)c1c(C)[nH]c(C(=O)COC(=O)COc2ccccc2F)c1C	3%	-16%	1%	1%	4%	2.3	-5%	-2
CCn1c(SCc2ccccc2Cl)nc2nc3c(cc2c1=O)CCCC3	1%	-12%	0%	-2%	1%	-1.6	-1%	-12
Cc1ccc(NC(=O)COC(=O)CNC(=O)c2ccco2)cc1	0%	-2%	-13%	6%	-2%	-3.7	-6%	-1
CCOC(=O)c1c(C)oc2c1cc(O)c1ccccc12	-1%	7%	-17%	-5%	7%	-0.6	-5%	3
CN(CC(=O)Nc1ccc(Cl)c(C(F)(F)F)c1)C(=O)c1ccc(N2CCOCC2)c([N+](=O)[O-])c1	0%	-23%	-4%	0%	5%	1.3	1%	-4
COCCNc1ccc(-c2nn(C)c(=O)c3ccccc23)cc1[N+](=O)[O-]	0%	-21%	13%	3%	1%	-1.4	-7%	5
CC(C)CN(C(=O)c1cccc(Cl)c1)c1c(N)n(CC(C)C)c(=O)[nH]c1=O	0%	4%	1%	5%	0%	-0.5	4%	0
O=C(CNC(=O)c1cccs1)NC1=NCCS1	1%	18%	-5%	9%	3%	-0.6	10%	x
CC(=O)CCn1c(=O)n(CCC(C)=O)c(=O)n(CCC(C)=O)c1=O	0%	12%	-7%	0%	-1%	0.8	2%	-1

Compound	MmCpn inh	EPAC1 antag	PLK1 PBD block	EPAC2 antag	EPAC1 ag	CCT chaperon mod	WRN inhibitor	PI5P4K alpha inh
O=C(CSc1nnc(CNC(=O)c2c(F)cccc2Cl)o1)Nc1ccccc1	0%	-10%	-3%	-7%	5%	0.0	-14%	0
CC(Cc1cccs1)NC(=O)Nc1ccc(Cl)cc1 (configuration not stated)	-1%	-11%	-1%	-6%	6%	-0.4	-2%	0
Cc1ccc(C(=O)Nc2cc3[nH]c(=O)oc3cc2C)cc1	1%	5%	3%	2%	0%	-0.4	3%	3
CCCC1CCC(=C(C#N)C(N)=O)CC1 (configuration not stated)	2%	-25%	-23%	-19%	-7%	-1.5	-3%	10
COC(=O)C1=C(C(=O)OC)[C@@H]2N(C)c3ccccc3[C@@]23C[C@@H](CO)N(C(=O)C2CCC2)C3=N1	x	1%	-25%	1%	-11%	-1.6	3%	-2
CCC(Sc1nc(-c2ccccc2)c(C#N)c(=O)[nH]1)C(=O)Nc1nnc(C)s1 (configuration not stated)	-8%	-7%	-9%	-7%	1%	-1.7	-18%	-25
N#Cc1ccccc1OCC(=O)NCC(c1ccc(F)cc1)N1CCOCC1 (configuration not stated)	0%	0%	-6%	3%	-13%	-2.0	7%	3
COc1ccc2c(c1)NC(c1ccc(N(C)C)cc1)c1cccn1-2 (configuration not stated)	-16%	2%	0%	2%	-7%	-0.4	-2%	9
Cc1ccc([C@H]2N[C@]3(CCCN(CC4CCCCC4)C3=O)[C@H]3C(=O)N(C)C(=O)[C@@H]23)cc1	x	13%	-3%	3%	-13%	-0.4	4%	0
Cc1cc(C)n2nnnc2n1	-2%	-3%	-3%	3%	8%	-1.0	-2%	0
O=C(NNS(=O)(=O)c1cc(Cl)cc(Cl)c1)c1sccc1-n1cccc1	2%	6%	-9%	8%	-1%	4.3	-5%	x
COc1cc(CNCC(C)C)cc(Br)c1OCC(=O)Nc1ccccc1	1%	-15%	-7%	4%	-2%	1.0	0%	u

Compound	MmCpn inh	EPAC1 antag	PLK1 PBD block	EPAC2 antag	EPAC1 ag	CCT chaperon mod	WRN inhibitor	PI5P4K alpha inh
O=C(O)c1ccc(NCc2ccc(Br)cc2)cc1	-2%	6%	0%	3%	-5%	-1.2	2%	2
C=C(C)C1CC=C(C)/C(=N/NC(=O)c2ccc(NC(=O)CCC)cc2)C1 (configuration not stated)	-2%	3%	-2%	-5%	5%	-2.6	-5%	x
COc1cccc(N/C(C)=C/C(=O)c2ccc(Br)cc2)c1	0%	-5%	-10%	-2%	12%	-1.0	2%	27
COc1ccc(C(=O)c2cc([N+](=O)[O-])ccc2N2CCOCC2)cc1	-1%	-5%	2%	-5%	1%	-0.4	-22%	0
COc1cc(/C=N/NC(=O)COc2ccc(C)cc2)ccc1OC(=O)c1cccs1	1%	-8%	4%	-1%	9%	2.3	-3%	3
CC(C)CC(NC(=O)C(NC(=O)OC(C)(C)C)C(C)C)C(=O)NC(CCC(=O)OCc1ccccc1)C(N)=O (configuration not stated)	3%	-23%	-10%	11%	6%	0.9	-1%	3
Cc1ccccc1CN1C[C@H]2CON(C)[C@H]2C[C@H]1c1cccc(Br)c1	x	-33%	-10%	u	-4%	6.2	-6%	0
Cc1cc(=O)n2c3c(cccc13)CCC2	1%	4%	-4%	2%	1%	-8.6	10%	2
CCCCCCc1nc(C(N)=O)c2[nH]c(=O)n(-c3ccc(OC)cc3OC)c2n1	1%	-26%	-10%	15%	5%	-0.4	8%	1
CCOC(=O)COc1cccc2c(=O)n(CC(=O)N3CCc4ccccc43)ccc12	0%	5%	-8%	9%	-9%	-0.5	0%	-4
CC(=O)Nc1ccc(C(F)(F)F)cc1Cl	-2%	-6%	3%	-1%	3%	-0.7	-10%	-1
O=C(CC(CC(=O)c1ccc(Cl)cc1)c1ccccc1C(=O)O)c1ccc(Cl)cc1	0%	-12%	u	-2%	3%	-3.0	0%	2

Compound	MmCpn inh	EPAC1 antag	PLK1 PBD block	EPAC2 antag	EPAC1 ag	CCT chaperon mod	WRN inhibitor	PI5P4K alpha inh
Cc1cc(C)nc(NS(=O)(=O)c2ccc(NC(=O)C3COc4ccccc4O3)cc2)n1 (configuration not stated)	-1%	-22%	-16%	-23%	-2%	-1.8	2%	7
CC12CCC(C(=O)NCc3ccc4c(c3)OCO4)(CC1=O)C2(C)C (configuration not stated)	-6%	-17%	u	-1%	1%	-1.2	9%	3
COC(=O)Nc1ccc(S(=O)(=O)NNC(=O)c2c(O)c3ccccc3[nH]c2=O)cc1	0%	-19%	-11%	-14%	9%	-1.2	2%	1
O=c1ccc(OCCOc2ccccc2)nn1-c1ccccc1	2%	-13%	-8%	-2%	4%	0.7	-4%	4
O=S(=O)(c1ccccc1)N(C1=NCCS1)S(=O)(=O)c1ccccc1	-13%	-12%	-1%	2%	9%	0.0	-10%	x
CC(NC(=O)[C@H](NC(=O)[C@@H]1Cc2ccccc2CN1)c1ccccc1)c1ccccc1 (some centres not stated)	0%	-18%	5%	-2%	-6%	0.5	-3%	3
COc1ccccc1C(=O)N/C(=C/c1cccc([N+](=O)[O-])c1)C(=O)Nc1cccc(C(=O)O)c1	1%	0%	30µM*	-1%	6%	-1.7	-23%	u
Cc1cc(=O)n2c(C(=O)Nc3ccc(C)c(C)c3)c(C(=O)Nc3ccccc3)sc2n1	0%	-4%	3%	15%	4%	0.0	-5%	2
CCCn1nc2cc(C(=O)NCCCCc3ccccc3)ccc2c1OCC	-2%	-9%	0%	-5%	3%	-1.9	-5%	-3
O=C(Nc1cccc(Cl)c1)N1CCN(Cc2ccccc2)CC1	1%	-8%	-4%	-5%	5%	-2.8	0%	3
Cc1ccc(F)cc1NC(=O)C1CCN(c2cnccn2)CC1	0%	-14%	-5%	-7%	5%	-0.8	2%	x
COc1ccc(CN(CC(=O)NCC2CCCO2)C(=O)CCC(=O)Nc2nccs2)cc1 (configuration not stated)	1%	3%	3%	5%	1%	1.0	6%	3
CC(C)c1cc(C(=O)O)n[nH]1	2%	-4%	1%	-5%	7%	1.6	-13%	x
CCOC(=O)C1=C(N)OC2=C(C(=O)CCC2)C1c1cccs1 (configuration not stated)	1%	-2%	-6%	-1%	-2%	-0.3	-3%	x

# Compound activity deposited in PubChem by National Center for Advancing Translational Sciences (NCATS).
